Cneo AK release: causes C. neoformans cell lysis | adenylate kinase release luminescence, 4 h; normalised: neutral wells 0, clomiphene wells 100 | lysis activity, % at 15 µM | 360,000 tested, 0.2% active | AID 651654;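 active = mean lysis activity across replicates of at least 80%, whatever share of replicates individually reach that level; inactive = mean lysis activity below 80%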
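Material: C. neoformans cells | Amount: Yeast cell density of 5 × 10^6 cells/mL | Medium: Fresh YPD growth medium | Dosing: Single dose | Times: Static 4 h at 37 °C with compound, 1 h detection | Detection: AK luminescence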
PGC1a acetyl inh: PGC1a acetylation modulation, inhibitor mode; U2OS PGC1a acetylation, AlphaScreen anti-acetyl-lysine; with virally co-expressed GCN5 acetyltransferase; inhibition, % at 15.6 µM; 350,000 tested, 0.17% active;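 active = every replicate shows inhibition of at least 40%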;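 note: 0% = neutral control wells and 100% = positive control wells; some results beyond the cut were filed as inactive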
miR122 inh: blocks miR-122 activity in Huh7 sensor cells | Huh7 miR-122 Renilla luciferase sensor, 48 h; neutral wells = 0, positive control = 100 | activation (reporter increase), % at 12.5 µM | 340,000 tested, 0.3% active | AID 602342;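 active = mean replicate activation score at least 90 and every replicate individually at or above 90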;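 note: higher luciferase means less miR-122 activity so hits act as miR-122 inhibitors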
EWS-Fli block: blocks EWS/Fli oncoprotein-driven transcription; A673 NR0B1-luciferase reporter, viability-normalised; AID 651661; 350,000 tested, 0.67% active; inhibition, % at 12.6 µM;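 active = mean inhibition of at least 50% after viability correction, with every replicate also passing that limit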;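 note: firefly luciferase signal divided by Alamar Blue viability fluorescence both relative to DMSO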
LGR2 inh: blocks bursicon-induced cAMP signaling via Drosophila LGR2. HEK293 LGR2, CRE-luciferase, bursicon-stimulated, 4 h. inhibition, % at 9.99 µM. 380,000 tested, 0.35% active. AID 720647;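 active = drop in luminescence signal, shown as inhibition above about 50% in the replicate tests, limit read from the data, passing the limit was not always enough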;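 note: agonist challenge used bursicon conditioned medium at about half maximal strength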
Casp6 inh: blocks human caspase-6 cleavage activity; inhibition, % at 12.5 µM; purified caspase-6, Z-VEID-R110 cleavage fluorescence; 350,000 tested, 0.53% active; P55212; AID 686996;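 active = mean inhibition across replicates at least about 35%, with every replicate also reaching that limit, limit read from the data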;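 note: 0% = median of neutral control wells and 100% = no fluorescence left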
Target sequence (P55212 24-179 limits assumed): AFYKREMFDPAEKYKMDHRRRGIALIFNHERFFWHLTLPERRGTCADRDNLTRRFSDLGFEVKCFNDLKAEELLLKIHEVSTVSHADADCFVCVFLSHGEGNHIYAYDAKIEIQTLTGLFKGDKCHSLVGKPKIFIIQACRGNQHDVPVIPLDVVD
Target sequence (P55212 194-293 limits assumed): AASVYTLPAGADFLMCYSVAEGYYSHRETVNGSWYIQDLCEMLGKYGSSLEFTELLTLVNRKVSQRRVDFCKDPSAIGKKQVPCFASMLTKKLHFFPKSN
PAX8 reporter: inhibitors of PAX8 transcriptional activity in RMG-I cells; inhibition, % at 12.6 µM; RMG-I TPO-luciferase reporter, SteadyGlo, 24 h; AID 652154; 360,000 tested, 1.2% active;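 active = mean replicate inhibition at least 60% with every replicate also reaching 60%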;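 note: luciferase light reporting Pax8 driven TPO promoter activity; plate controls were median of neutral control wells for no effect and mitoxantrone controls for full effect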
FN deposit inh: fibronectin deposition inhibition; AH1F fibroblasts, Alexa488-fibronectin deposition fluorescence, overnight; AID 743247; 350,000 tested, 0.086% active; inhibition, % at 12.6 µM;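 active = mean inhibition across replicates of 30% or more, regardless of how many single replicates reach that level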;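 note: positive control wells lacked labelled fibronectin entirely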
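test system = AH1F fibroblasts assembling fluorescent fibronectin matrix | quantity = 10000 AH1F cells per well | buffer or medium = DMEM plus 2% serum, read in PBS | doses = single dose, pinned | incubation = 1 h cell attachment, overnight exposure to compound and label | detection = fluorescence at 485 nm excitation, 525 nm emission | read-out basis = inhibition from reduced deposited-fibronectin fluorescence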
Starred values were filed as active, the others as inactive; x = not tested or not shown; [ ] = another dose, or the depositor's remark.

SMILES,Cneo AK release,PGC1a acetyl inh,miR122 inh,EWS-Fli block,LGR2 inh,Casp6 inh,PAX8 reporter,FN deposit inh
CCCN1C[C@@H](C)[C@@H](OC)CN(C)C(=O)c2cc(NC(=O)Nc3cccc(F)c3)ccc2OC[C@@H]1C,0,-2,1[16.7 µM],10,25,x,13,-6
COc1ccc(NC(=O)Nc2cccc3ccccc23)c(OC)c1,2,-3,3,x,10,0,11,7
O=C(N/C=C/c1ccco1)NCc1ccccc1,x,5,x,0,-6,42*,-3,-1
C[C@@H]1CN([C@@H](C)CO)C(=O)c2cc(Br)cnc2O[C@H]1CN(C)C(=O)c1cccnc1,0,4,0[16.7 µM],-6,21,0,x,-2
O=C1c2ccccc2C(=O)N1OCc1c(F)cccc1Cl,4,2,-2,7,3,-2,5,-2
Cc1cccc2cc(C#N)c(N3CCC(O)CC3)nc12,x,x,x,-12,-10,-5,0,5
CSc1ccccc1NC(=O)CO/N=C(\C)c1cc2ccccc2o1,5,x,x,-5,-17,0,5,9
CSCC(C)N1CCC(n2nccc2NC(=O)CCOc2ccccc2)CC1 (stereo unspecified),6,x,x,-1,1,-11,x,-2
O=C(COc1ccc(Cl)cc1Cl)N1CCCC1,1,12,-4,-7,7,1,x,x
CN1CCN(C(=S)c2ccc(N(C)C)cc2)CC1,-12,-1,-7,4,7,0,x,x
COc1ccc(C2N(C(=O)c3ccccc3)CCN2C(=O)c2ccccc2)cc1,-5,x,8,x,x,x,6,-16
Cc1c(NC(=O)COC(=O)/C=C/c2ccccc2Br)c(=O)n(-c2ccccc2)n1C,-3,-1,x,7,14,-1,-5,-1
COc1ccc(C(=O)Nc2ccnn2C2CCN(CCC(C)c3ccc(C)o3)CC2)cc1 (stereo unspecified),-1,x,-4,-3,-7,1,3,1
O=C(COc1ccccc1[N+](=O)[O-])Nc1cccc(C(=O)Nc2ccccc2C(=O)O)c1,-2,x,x,12,11,-1,-6,-1
CO[C@H]1CN(C)C(=O)c2ccc(NS(C)(=O)=O)cc2OC[C@H](C)N(Cc2ccccn2)C[C@H]1C,-2,-9,-15[16.7 µM],3,-13,x,0,-11
COC(=O)C1CC(c2ccc(Cl)cc2)=NO1 (stereo unspecified),x,x,x,13,-17,1,16,-7
N#C[C@@H]1[C@@H](c2ccc(C#CC3CCCCC3)cc2)[C@H](CO)N1S(=O)(=O)c1ccccc1,-1,-8,x,-5,7,-2,40,-2
CCOc1ccc(C(=O)NCC(=O)NCC(c2ccc(OC)cc2)N2CCOCC2)cc1OCC (stereo unspecified),x,x,x,0,9,-99,-25,2
Cn1c(=O)c2ncn(CC(=O)Nc3nc(-c4ccc(Cl)cc4)cs3)c2n(C)c1=O,x,x,x,-8,29,-1,27,4
CN(CC(=O)Nc1ccc(F)cc1)C(=O)COC(=O)C1CCN(c2ccc(C(F)(F)F)cn2)CC1,-1,x,x,1,3,-4,0,-5
Cc1nc(C(F)(F)F)c(C(=O)N/N=C(\N)c2cccnc2)s1,x,-2,-2,3,-1,-1,-13,12
C[C@H](CO)N1C[C@H](C)[C@H](CN(C)Cc2ccc(C(=O)O)cc2)OCCCC[C@H](C)Oc2ccc(NS(=O)(=O)c3ccc(F)cc3)cc2C1=O,0,1,5[16.7 µM],-4,3,-1,6,x
CCCCN(C(=O)CSCC(=O)Nc1cccc(C)c1)c1c(N)n(Cc2ccccc2)c(=O)[nH]c1=O,3,-3,-1,4,0,-3,-5,-6
CC(C)CC(=O)Nc1ccccc1Oc1ccccc1,-1,-1,-1,x,x,x,3,5
C[C@@H]1CN([C@H](C)CO)C(=O)c2cc(/C=C/c3ccccc3)cnc2O[C@@H]1CN(C)C(=O)CN1CCOCC1,-13,-8,10[16.7 µM],-11,5,5,-14,x
COCC#Cc1ccc2c(c1)O[C@H](CN(C)Cc1ccncc1)[C@H](C)CN([C@H](C)CO)S2(=O)=O,0,0,9[16.7 µM],-16,13,1,x,-8
Cc1ccccc1CC1(CO)CCCN(C(=O)c2ccoc2)C1 (stereo unspecified),1,x,-2,-22,7,5,-36,-2
Cc1noc(C)c1S(=O)(=O)N(C)C[C@H]1OCCCC[C@H](C)Oc2ccc(NS(=O)(=O)c3ccc(Cl)cc3)cc2C(=O)N([C@H](C)CO)C[C@@H]1C,3,-4,-9[16.7 µM],4,2,1,70*,x
COc1ccccc1NS(=O)(=O)c1cc(C(=O)N2CCN(C(=O)c3ccco3)CC2)ccc1F,2,9,-1,-26,0,2,-24,1
CN(C)C(=O)c1ccc(-c2ccc3c(c2)[C@H]2[C@H](CCN2C(=O)c2ccccc2F)[C@H](CO)N3)cc1,-4,2,12[16.7 µM],3,-6,x,-12,20

A run of entries of the results above, for reference:
SMILES,Cneo AK release,PGC1a acetyl inh,miR122 inh,EWS-Fli block,LGR2 inh,Casp6 inh,PAX8 reporter,FN deposit inh
Cc1ccccc1CC1(CO)CCCN(C(=O)c2ccoc2)C1 (stereo unspecified),1,x,-2,-22,7,5,-36,-2
Cc1noc(C)c1S(=O)(=O)N(C)C[C@H]1OCCCC[C@H](C)Oc2ccc(NS(=O)(=O)c3ccc(Cl)cc3)cc2C(=O)N([C@H](C)CO)C[C@@H]1C,3,-4,-9[16.7 µM],4,2,1,70*,x
COc1ccccc1NS(=O)(=O)c1cc(C(=O)N2CCN(C(=O)c3ccco3)CC2)ccc1F,2,9,-1,-26,0,2,-24,1
CN(C)C(=O)c1ccc(-c2ccc3c(c2)[C@H]2[C@H](CCN2C(=O)c2ccccc2F)[C@H](CO)N3)cc1,-4,2,12[16.7 µM],3,-6,x,-12,20

The list goes on:
SMILES,Cneo AK release,PGC1a acetyl inh,miR122 inh,EWS-Fli block,LGR2 inh,Casp6 inh,PAX8 reporter,FN deposit inh
O=C(NCc1cccnc1)c1ccc(-c2ccccc2[N+](=O)[O-])o1,x,x,x,-16,-3,2,-26,-5
C[C@H](CO)N1C[C@H](C)[C@H](CN(C)Cc2ccncc2)OCCCC[C@H](C)Oc2ccc(NC(=O)Cc3ccccc3)cc2C1=O,0,3,8[16.7 µM],-9,10,-2,20,6
CC(=O)N(C)C[C@H]1Oc2ncc(C#CC3(O)CCCC3)cc2C(=O)N([C@H](C)CO)C[C@H]1C,4,-2,9[16.7 µM],-13,9,1,x,-6
Cc1nn(S(=O)(=O)N(C)C)c(C)c1CN1C(=O)c2ccccc2C1=O,0,12,4,2,11,2,x,x
CC(=O)Oc1ccc(C(=O)Nc2cccc3c2CCCC3)cc1,-4,-5,4,-17,0,3,-1,-1
CC(C(=O)N1CCc2ccccc21)N(C)CC(=O)Nc1ccccc1Cl (stereo unspecified),1,10,-8,1,-8,2,-9,-2
CCN(Cc1cnn(C)c1)C(=O)C1CCC(=O)N(CCc2ccc(OC)cc2)C1 (stereo unspecified),2,3,-3,x,-9,-3,-12,1
Cc1cccc(-n2ccc(=O)c(C(=O)Nc3ccc(S(=O)(=O)Nc4onc(C)c4C)cc3)n2)c1,0,4,0,x,-10,0,9,-4
CC(C)C[C@@H](CN1CCC[C@@H]1CN1C(=O)C(=O)NC[C@@H]1Cc1ccccc1)N1C[C@H](Cc2ccc(O)cc2)N(CC2CCCCC2)C(=O)C1=O,0,-8,5,22,17,1,-8,1
COc1ccc(CCNC(=O)c2ccc(NC(=O)CC3SC(N4CCCC4)=NC3=O)cc2)cc1OC (stereo unspecified),1,x,x,-1,0,-2,3,-1
CCC(C)NCCCOc1ccc([N+](=O)[O-])cc1 (stereo unspecified),0,-3,2,9,0,-4,0,3
O=C(Nc1ccncc1)c1ccc(-c2ccccc2)cc1,x,x,x,-32,-37,-1,8,-3
CCN(CC1CCCN(CCc2cccc(F)c2)C1)C(=O)c1ccoc1C (stereo unspecified),0,11,-2,-3,-26,-4,8,-11
NS(=O)(=O)c1cccc(NC(=O)CSc2nc3ccccc3[nH]2)c1,1,-9,4,13,12,0,-1,3
CC(C)(C)C(=O)Nc1ccc(C(=O)COC(=O)C2CC2)cc1,0,x,x,-45,-28,1,-72,-2
CCOc1ccc(CCNC(=O)CSCC(=O)Nc2ccc(OC)cc2)cc1OCC,3,2,6,2,11,1,-3,-6
COc1ccc(NC(=O)c2cccc(OC(=S)N3CCOCC3)c2)cc1,-7,-13,5,2,5,-1,-13,1
C[C@H]1CN([C@@H](C)CO)C(=O)c2cc(C#CCc3ccccc3)cnc2O[C@H]1CN(C)CC1CCOCC1,5,1,3[16.7 µM],-11,-2,0,1,x
C[C@H]1CN([C@@H](C)CO)C(=O)c2cccc(NS(=O)(=O)c3cn(C)cn3)c2O[C@H]1CN(C)S(=O)(=O)c1ccccc1,0,0,-6[16.7 µM],-7,-10,-2,-26,x
CNC(=O)c1c(NC(=O)CS(=O)(=O)c2ccccc2)sc(C)c1C,x,x,x,-2,-14,x,3,-5
COc1cccc(NC(=O)CCN2CCOCC2)c1,4,24,-8,1,-1,3,-29,-1
CCOC(=O)N1CCN(C(=O)/C(=C/c2ccc(N(C)C)cc2)NC(=O)c2ccccc2)CC1,7,4,x,-2,-5,3,0,-2
CCCNC(=O)[C@@H]1[C@@H](CO)[C@@H]2Cn3c(cccc3=O)[C@@H]2N1CC1CC1,9,-3,3[16.7 µM],-2,-5,-4,2,x
COc1ccccc1CCNC(=O)C1(C)CC1(Cl)Cl (stereo unspecified),0,x,0,-7,9,-2,9,1
Cc1cc(C)cc(NC(=S)N2CCCC2)c1,2,18,4,x,22,-1,4,x
Cc1ccc2c(c1)CC(C)N2S(=O)(=O)c1nnc(NC(=O)CC(C)C)s1 (stereo unspecified),-1,15,-4,0,0,0,8,3
O=C(NCc1cccs1)c1cc(-c2cccs2)on1,1,-19,-1,x,-45,-1,x,x
Cc1ccc(C2=NN(CC(=O)NCc3cccs3)C(=O)CC2)cc1,x,1,0,4,-5,-3,1,-1
COc1cccc(OC)c1OCCCOc1ccc([N+](=O)[O-])cc1Cl,6,-1,4,-5,-6,2,-17,-2
Cc1ccccc1OCCC(=O)Nc1cc(S(=O)(=O)N2CCOCC2)ccc1OC(C)C,1,x,-4,x,24,-2,14,3
CCOC(=O)c1ccc(NC(=S)N2CCN(c3ccc(N4CCOCC4)nn3)CC2)cc1,x,4,-14,1,14,1,0,-1
O=C(NCC1CCCO1)c1cccc(S(=O)(=O)N2CCOCC2)c1 (stereo unspecified),1,-2,10,x,2,3,4,2
O=C(CSc1nnc2ccc3ccccc3n12)N1CCOCC1,4,-8,-6,x,-26,x,-74,-2
COc1ccc(S(=O)(=O)N(C)C[C@@H]2Oc3ccc(NC(=O)Cn4cnnn4)cc3CC(=O)N([C@@H](C)CO)C[C@H]2C)cc1,46,-5,-4[16.7 µM],-1,12,0,x,x
CN1c2ccc(-c3ccc(F)cc3)cc2[C@H]2[C@H](CCN2S(=O)(=O)c2ccc(F)cc2)[C@@H]1CO,13,11,2[16.7 µM],55*,12,-3,41,-51
CCC(=O)N1[C@H](C(=O)NC2CCC2)[C@@H](CO)[C@@H]2Cn3c(cccc3=O)[C@@H]21,-2,x,x,-21,1,0,x,x
O=C(N[C@@H](Cc1cccnc1)C(=O)N1CCC[C@H]1C(=O)NCCc1ccccc1Cl)C1CC1,x,x,x,-10,12,2,9,-2
COc1ccccc1NC(=S)NNC(=O)c1nn(C)c(C)c1Br,3,8,5,x,-19,x,-43,11
COc1ccc(NC(=O)C[C@H]2C(=O)N(c3ccc(Br)cc3)C[C@@H]2c2ccc(OC)cc2)cc1,-1,-22,17,-29,-47,-3,-25,0
